Rv3671c protease = inhibitors of M. tuberculosis serine protease Rv3671c; inhibition, % at 5.96 µM; AID 2606; actives 0.048% (n = 320,000); P9WHR9; in the data active = inhibition above about 38%;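 also: extracellular domain of Rv3671c used as enzyme; 0% = enzyme with DMSO and 100% = no enzyme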
BoNT F protease = blocks Botulinum neurotoxin F light chain protease; inhibition, % at 10 µM; Multiplex microsphere protease cleavage assay, flow cytometry; actives 0.22% (n = 360,000); in the data active = inhibition above about 35%, passing the limit was not always enough; also: plate controls were buffer without enzyme for full effect and enzyme alone for no effect
FBA Mtb inh = Mtb fructose-bisphosphate aldolase inhibition; AID 588726; purified M. tuberculosis FBA, fluorescence read-out; inhibition, % at 1 µM; P9WQA3; actives 2.3% (n = 360,000); in the data active = inhibition above about 27%;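 also: 0% = vehicle and 100% = reference inhibitor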
Target sequence (P9WQA3 whole entry, looked up): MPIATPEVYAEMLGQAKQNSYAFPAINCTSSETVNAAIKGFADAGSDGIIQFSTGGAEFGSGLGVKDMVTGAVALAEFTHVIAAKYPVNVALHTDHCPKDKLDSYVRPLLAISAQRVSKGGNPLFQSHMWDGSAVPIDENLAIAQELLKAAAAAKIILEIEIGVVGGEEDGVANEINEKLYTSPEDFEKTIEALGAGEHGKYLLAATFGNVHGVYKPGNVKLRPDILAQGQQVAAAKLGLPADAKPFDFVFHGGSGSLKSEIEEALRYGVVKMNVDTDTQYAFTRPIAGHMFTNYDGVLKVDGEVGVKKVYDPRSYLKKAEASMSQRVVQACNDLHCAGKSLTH
VHR inh abs = DUSP3 (human) phosphatase inhibition | inhibition, % at 13.3 µM | actives 0.52% (n = 290,000) | recombinant VHR phosphatase, pNPP absorbance; in the data active = inhibition above about 50%; also: some compounds called inactive have numbers as strong as hits
Target sequence (P51452 whole entry, looked up): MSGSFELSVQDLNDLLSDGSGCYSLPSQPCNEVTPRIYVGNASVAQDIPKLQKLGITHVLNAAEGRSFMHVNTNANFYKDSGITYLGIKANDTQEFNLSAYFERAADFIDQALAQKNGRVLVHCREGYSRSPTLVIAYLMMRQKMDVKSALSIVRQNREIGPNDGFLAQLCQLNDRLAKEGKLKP
GDH-TPI inh = counter-screen for M. tuberculosis FBA inhibitors: GDH-TPI coupled enzymes | inhibition, % at 4.8 µM | actives 1.2% (n = 360,000) | GDH-TPI coupled enzyme counterscreen, NADH absorbance;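 also: 0% = DMSO wells and 100% = wells lacking the enzyme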
FadD28 binding = M. tuberculosis FadD28 bisubstrate binding inhibition; FadD28 bisubstrate probe binding, fluorescence polarization; inhibition, % at 12.5 µM; actives 0.22% (n = 360,000); in the data active = inhibition above about 8.5%, passing the limit was not always enough
CCHF vOTU inh = CCHFV vOTU protease inhibition; Pep-AMC fluorescence; AID 651958; actives 0.55% (n = 370,000); inhibition, % at 11.5 µM; also: 0% = vehicle wells with enzyme and 100% = no enzyme wells
MazEF act = activators of E. coli MazEF toxin-antitoxin RNase; P0AE70; FAM/BHQ RNA-DNA oligo cleavage fluorescence, 5 h; activation, % at 20 µM; actives 0.32% (n = 350,000); in the data active = activation above about 50%
Target sequence (P0AE70 whole entry, looked up): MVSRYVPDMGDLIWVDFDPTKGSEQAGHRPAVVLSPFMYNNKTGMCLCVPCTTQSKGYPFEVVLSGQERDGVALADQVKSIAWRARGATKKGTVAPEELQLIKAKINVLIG
Mtb UGM inh = Mtb UDP-galactopyranose mutase inhibition. actives 0.06% (n = 320,000). inhibition, % at 10 µM. purified UGM, fluorescence polarization probe displacement. P9WIQ1; in the data active = inhibition above about 10%, passing the limit was not always enough
Target sequence (P9WIQ1 whole entry, looked up): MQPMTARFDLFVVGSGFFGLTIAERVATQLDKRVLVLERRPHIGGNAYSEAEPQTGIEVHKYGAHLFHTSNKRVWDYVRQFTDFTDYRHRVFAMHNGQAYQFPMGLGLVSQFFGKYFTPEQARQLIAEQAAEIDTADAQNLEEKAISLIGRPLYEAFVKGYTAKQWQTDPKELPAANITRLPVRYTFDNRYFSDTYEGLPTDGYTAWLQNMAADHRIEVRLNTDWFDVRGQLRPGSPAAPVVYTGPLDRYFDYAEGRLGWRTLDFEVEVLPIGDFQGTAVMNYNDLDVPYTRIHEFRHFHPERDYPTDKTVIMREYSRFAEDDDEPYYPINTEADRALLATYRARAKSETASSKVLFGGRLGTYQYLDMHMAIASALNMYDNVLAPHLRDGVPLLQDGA
BioA inh = blocks M. tuberculosis BioA enzyme activity; inhibition, % at 9.99 µM; actives 0.096% (n = 360,000); purified M. tuberculosis BioA enzyme, plate reader; in the data active = inhibition above about 40%
The depositor's hits bear a star; . = not tested or not shown. Rule as the data show it, unless noted: active = inhibition above about 30%; inactive = the rest.

SMILES	Rv3671c protease	BoNT F protease	FBA Mtb inh	VHR inh abs	GDH-TPI inh	FadD28 binding	CCHF vOTU inh	MazEF act	Mtb UGM inh	BioA inh
CCOc1cc(C(=O)OCc2ccc(C(=O)OC)o2)cc(Br)c1OC	-1	.	.	19	.	.	.	-5	-0.3	.
CC(=O)c1c(C)[nH]c(C(=O)OCC(=O)N(CC(C)C)C2CCS(=O)(=O)C2)c1C (stereo not given)	.	6	1	.	4	-0.6	-5	1	.	17
COc1cc(O)cc(/C=C/c2ccccc2)c1	.	-1	6	.	16	-3.0	-6	2	.	4.0
C[C@]1(O)CCC2C3CC[C@@H]4CC(=O)CC[C@]4(C)C3CC[C@@]21C (stereo not given in full)	7	-13	2	.	3	-2.0	-4	4	-0.1	.
COc1cccc(Nc2nc(-c3ccc4c(c3)OCCO4)cs2)c1	-1	-3	4	17	10	0.2	7	5	0.6	.
COc1ccc(C2=CC(=O)CC(C)(C)C2)cc1	0	0	-3	.	17	-1.9	2	2	1.4	-1.1
CN(C)C(=O)c1ccc(NC(=O)c2ccc(-c3ccc(Cl)cc3)o2)cc1	-18	10	-2	.	14	-1.8	1	-2	-0.9	0.4
C=CCn1c(-c2ccc3[nH]c(C)c(C)c3c2)n[nH]c1=S	-6	-9	5	26	1	1.0	10	6	1.8	-0.5
OCCN1CCN(C(=S)c2ccc(Br)cc2)CC1	-7	8	-1	20	3	-4.2	0	7	-2.4	-0.2
CCC/C(=N\NC(=O)CNC(=O)c1ccc(Cl)cc1)c1ccccc1	-7	13	3	22	1	-3.3	2	7	-1.1	.
COc1ccccc1-c1nc(-c2ccccc2)[nH]c(=O)c1C#N	-16	-8	3	5	-4	-2.0	7	-1	-5.9	0.1
Cc1ccnc(NC(=O)c2cc(-n3cnnc3)ccc2Cl)c1	-2	0	0	35	12	2.0	-6	2	1.6	-0.5
CN1CCN(S(=O)(=O)c2ccc(Nc3ccc(F)cc3)nc2)CC1	0	-14	4	.	4	-0.7	4	3	-1.2	.
N/C(=N\OC(=O)c1ccc([N+](=O)[O-])cc1)c1cccnc1	-10	4	-3	18	-6	-3.0	-11	-1	3.9	1.3
Cc1ccc(S(=O)(=O)N2CCC(C(=O)OCC(=O)N3C(C)CCCC3C)CC2)cc1C (stereo not given)	.	4	-1	.	4	-0.5	4	3	.	0.8
COc1ccccc1CC(=O)Nc1c[nH]c(=O)[nH]c1=O	-8	-2	5	-1	6	0.0	-8	-5	0.5	.
CCCCN(CC)S(=O)(=O)c1ccc(C(=O)Nc2nnc(COC)o2)cc1	-6	-16	0	26	5	-1.6	.	1	-1.3	-2.6
CC(C)(C)NC(=O)NC(=O)COC(=O)c1cccc(S(=O)(=O)N2CCCCC2)c1	-1	0	-5	-7	-3	-1.0	9	1	1.1	.
COc1cc2c(cc1OC)C(c1c(Cl)cccc1Cl)=NCC2	.	1	0	.	.	-3.9	11	.	.	.
N#Cc1c(-c2ccc([N+](=O)[O-])cc2)nc2n(c1=O)CCS2	1	4	1	6	14	-0.1	20	4	0.5	1.3
Fc1ccc(Cl)cc1/C=N/n1cnnc1SCc1ccccc1	0	7	4	10	13	0.1	-1	3	2.0	13
CCOc1ccc(C(=O)COC(=O)c2cc([N+](=O)[O-])ccc2N2CCOCC2)cc1	3	-2	-2	.	8	-2.1	0	3	3.6	.
O=C1CCC([N+](=O)[O-])C(c2ccc(Cl)cc2Cl)N1 (stereo not given)	2	-7	0	0	1	-0.9	16	9	0.7	-1.6
CC(=O)Nc1cccc(C(=O)OC(C)C(=O)NCc2ccc3c(c2)OCO3)c1 (stereo not given)	2	9	0	.	-14	-3.0	-2	-3	-1.4	0.9
CCC(=O)Nc1ccc(-c2nc3ccccc3c(=O)o2)cc1	.	-2	-1	26	-2	-3.9	2	5	.	.
COc1ccc(Cl)cc1NC(=O)CN(C)C(=O)CCSc1ccc(C)cc1	-3	-285	-1	.	-1	-0.1	13	1	-3.2	-0.3
[2H]C(CCOS(N)(=O)=O)c1ccc(C(C)(C)C)cc1 (stereo not given)	3	1	-1	17	0	-1.0	13	5	-0.1	2.0
O/N=C/c1ccc(OCc2ccccc2F)c(Cl)c1	-19	-5	2	-10	2	-1.9	6	-2	2.3	.
CCCn1nc(C(=O)Nc2nnc(C3CC3)s2)c2ccccc2c1=O	-8	9	3	.	7	0.1	10	-4	3.5	-6.1
Cn1cccc1CNC(=O)Nc1ccc(Cl)c(Cl)c1	-16	-12	5	34	-4	-2.4	3	4	3.2	.
COc1cccc(-c2cnc3c(NC(C)=O)cc(-c4cc(F)ccc4OC)cn23)c1	.	-3	11	.	8	-1.0	15	.	.	-1.2
C#CC1(O)CC(C)N(C)C(C)C1 (stereo not given)	-7	8	2	8	4	-1.5	-19	4	0.7	.
Cc1cccc(C)c1NC(=O)NN=C1CCCCC1	-1	.	-1	17	1	-1.7	-14	5	-1.2	-1.7
CCCCCC(=O)N1C[C@H](n2cc(COC(=O)c3ccccc3)nn2)[C@@H](O)C[C@@H]1c1ccccc1	.	-3	-1	.	7	-3.8	1	5	.	0.3
CCn1c(SCC(=O)Nc2ccc3c(c2)OCO3)nnc1-c1cnccn1	3	-17	0	9	12	-1.9	-2	-4	-1.5	1.2
CC1=C(/C=C/C(C)=C/C=C/C(C)=C\C(=O)O)C(C)(C)CCC1	-1	2	5	.	6	-2.2	2	4	6.5	-0.7
COc1ccc(CN(CC(=O)NCc2ccc3c(c2)OCO3)C(=O)c2csnn2)cc1	1	1	0	19	-9	-2.8	-2	3	2.2	-1.1
Cc1ccc(-c2cc(-c3ccc(C)cc3)[n+](C)o2)cc1	2	2	11	-11	7	-0.8	1	-2	-1.6	-0.4
CCn1ncc(Cl)c1C(=O)NC(=S)Nc1c(C)cc(C)cc1[N+](=O)[O-]	-25	9	-3	-2	5	-6.4	-3	-7	.	-1.4
COc1ccc(C(=O)NNC(=S)NC(=O)c2ccccc2)cc1	0	0	-2	4	12	-1.1	12	-4	2.0	0.3
COc1cccc(C2CC(c3ccc(Cl)cc3)Nc3nc(N)nn32)c1 (stereo not given)	-2	0	-2	-14	-7	-3.7	3	6	0.3	0.0
c1cc2c(cc1Cn1cnnn1)OCO2	4	3	-2	3	6	-3.8	5	5	-0.9	-1.5
N#Cc1nc(-c2ccccc2)oc1NCC1CCCO1 (stereo not given)	-2	-1	171*	-4	6	-4.6	-54	-4	0.0	.
O=C(NCC(=O)N1CCN(C(=O)c2ccccc2)CC1)c1ccccc1	10	-11	0	.	0	-3.3	-3	4	-1.3	-0.9
O=C1CC(c2ccccc2)Cc2nc(NC3CC3)ncc21 (stereo not given)	9	0	-1	-1	4	-1.3	11	-7	-3.1	.
Cc1ccc(NS(=O)(=O)c2cccc(C(=O)N3CCCCCCC3)c2)cc1	4	3	3	.	1	-1.6	19	-1	-1.6	.
O=NN(CC(=O)NN=CC=Cc1ccccc1)CC(=O)NN=CC=Cc1ccccc1	.	-2	3	.	.	0.6	21	.	.	-2.7
COC(C[C@@H](O)C[C@H](O)[C@@H](C)OCc1ccccc1)OC	.	3	-2	7	-2	-3.7	-14	4	.	-5.2
CCCOC(=O)c1ccc(S(N)(=O)=O)o1	-2	-1	1	2	9	-1.7	1	0	0.5	-2.0
CC(=O)Nc1ccc(S(=O)(=O)NCCC(=O)OCC(=O)c2ccc(F)c(F)c2)cc1	2	0	0	-9	0	0.9	-5	-13	-0.8	1.1

Continued.
SMILES	Rv3671c protease	BoNT F protease	FBA Mtb inh	VHR inh abs	GDH-TPI inh	FadD28 binding	CCHF vOTU inh	MazEF act	Mtb UGM inh	BioA inh
CCOc1ccc(C(=O)NCc2cccnc2)cc1[N+](=O)[O-]	7	-6	-3	6	3	-3.6	6	10	-0.7	.
COc1cc2c(cc1OC)C(c1cccs1)N(C(=O)c1ccncc1)CC2 (stereo not given)	3	1	-3	26	-8	-4.0	2	-4	-1.7	.
CCCCc1nc(Cl)c(C#N)c2c1CSC(C)(C)C2	4	-4	-3	5	7	-1.1	12	-5	-2.3	.
CC1=C(C(=O)N2CCOCC2)CC(CC(=O)NCc2cccc3ccccc23)C(=O)N1Cc1ccc(F)cc1 (stereo not given)	.	-8	1	.	-2	-1.9	9	3	.	-0.5
Cc1ccc(CCNC(=O)C2CCN(S(=O)(=O)c3ccc4c(c3)NC(=O)CO4)CC2)cc1	-2	3	-1	2	4	-1.1	-3	5	1.2	-0.3
CC(C)CNC(=O)C(=O)NCc1ccccn1	2	18	1	8	4	-0.1	-12	10	-1.8	.
O=C(CSc1nnc(COc2cccc3cccnc23)o1)c1ccc(F)cc1	2	-1	2	21	4	-2.7	8	8	1.0	-1.2
Cc1cc(=O)oc2cc(OCC3CC(c4ccc(Cl)cc4)=NO3)ccc12 (stereo not given)	-8	0	9	24	13	-0.4	-14	1	2.9	-3.7
CC1CCN(C(=O)Cn2cc(C#N)c3ccccc32)CC1	3	1	0	-5	7	-0.2	2	1	1.2	1.8
COc1ccc(Cn2c(-c3ccc(OC)cc3)nc3ccccc32)cc1	-17	1	2	0	8	-1.8	1	8	1.0	.

In a second layout: entries from further up
mol: COc1cc2c(cc1OC)C(c1cccs1)N(C(=O)c1ccncc1)CC2 (stereo not given)
  Rv3671c protease: 3; BoNT F protease: 1; FBA Mtb inh: -3; VHR inh abs: 26; GDH-TPI inh: -8; FadD28 binding: -4.0; CCHF vOTU inh: 2; MazEF act: -4; Mtb UGM inh: -1.7; BioA inh: .
mol: CCCCc1nc(Cl)c(C#N)c2c1CSC(C)(C)C2
  Rv3671c protease: 4; BoNT F protease: -4; FBA Mtb inh: -3; VHR inh abs: 5; GDH-TPI inh: 7; FadD28 binding: -1.1; CCHF vOTU inh: 12; MazEF act: -5; Mtb UGM inh: -2.3; BioA inh: .
mol: CC1=C(C(=O)N2CCOCC2)CC(CC(=O)NCc2cccc3ccccc23)C(=O)N1Cc1ccc(F)cc1 (stereo not given)
  Rv3671c protease: .; BoNT F protease: -8; FBA Mtb inh: 1; VHR inh abs: .; GDH-TPI inh: -2; FadD28 binding: -1.9; CCHF vOTU inh: 9; MazEF act: 3; Mtb UGM inh: .; BioA inh: -0.5
mol: Cc1ccc(CCNC(=O)C2CCN(S(=O)(=O)c3ccc4c(c3)NC(=O)CO4)CC2)cc1
  Rv3671c protease: -2; BoNT F protease: 3; FBA Mtb inh: -1; VHR inh abs: 2; GDH-TPI inh: 4; FadD28 binding: -1.1; CCHF vOTU inh: -3; MazEF act: 5; Mtb UGM inh: 1.2; BioA inh: -0.3

The results go on.
SMILES	Rv3671c protease	BoNT F protease	FBA Mtb inh	VHR inh abs	GDH-TPI inh	FadD28 binding	CCHF vOTU inh	MazEF act	Mtb UGM inh	BioA inh
CN(C)CCN(C(=O)c1ccc2c(c1)CCCC2)c1nc2c(F)cccc2s1	-17	1	-1	4	3	-2.3	25	-11	4.8	0.6
CC1(C(=O)NS(=O)(=O)C2CC2)CCCN(C(=O)c2cccc(C(F)(F)F)c2)C1 (stereo not given)	.	0	4	.	8	-0.9	1	.	.	-2.0
Cc1ccc(SCc2ccc(C(=O)Nc3cc([N+](=O)[O-])ccc3C)cc2)cc1	-4	-2	1	20	3	-1.4	-5	-2	-1.8	-0.3
Cc1cccc(-n2c(-c3ccoc3C)n[nH]c2=S)c1	4	0	0	15	2	-0.9	-1	-4	3.0	.
CCn1cc(C2=NC(C)(C)CO2)c2ccccc21	5	-6	3	25	18	0.7	-21	6	1.3	0.4
COc1ccc(N2CCN(S(=O)(=O)CCNC(=O)/C=C/c3ccc4c(c3)OCO4)CC2)cc1	1	4	6	.	8	-0.1	7	0	-2.4	-1.2
O=C(NC(Cc1ccccc1)c1ccc2c(c1)OCCCO2)c1ccccc1 (stereo not given)	-2	3	-1	19	17	-0.6	-2	-1	-0.3	0.7
COc1cc(C(=O)Oc2ccccc2OC(=O)c2cc(OC)c(OC)c(OC)c2)cc(OC)c1OC	.	-4	1	.	3	-0.4	-2	-17	.	.
CCNc1nc(NCC)n2c(SCC(=O)NCC3CCCCC3)nnc2n1	-8	0	-1	35	3	-1.7	-2	-18	3.0	.
Cc1ccc(NC(=O)c2oc3ccc(S(=O)(=O)N4CCC5(CC4)OCCO5)cc3c2C)cc1C	-66	0	1	40	11	-2.0	-1	-17	0.6	.
Cc1ccc(NC(=O)COC(=O)COc2cccc3c2OC(C)(C)C3)c(C)c1	-9	11	1	.	2	0.2	15	6	0.5	.
COc1ccccc1S(=O)(=O)Cc1ccc(C(=O)NC(C)c2ccc3c(c2)OCCO3)o1 (stereo not given)	1	5	-2	24	11	-0.6	-6	-1	-0.4	-0.2
